Screens as filed in PubChem BioAssay.
EPAC1 ag – agonists of human EPAC1; Potency, µM (doses to about 154 µM), for the others: at the top dose activation, actives largely listed as activators; EPAC1 agonist qHTS, biochemical assay; response scale: 100% = response to 6.5 mM cAMP; O95398; hit rate 0.073% among 360,000; AID 720707; further: potency means the concentration at half of the fitted maximal effect; nearly all actives have a fitted effect of over 60% in size
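Read-out is the fluorescence drop as BODIPY-GDP leaves Rap1B (480 nm excitation, 540 nm emission), recorded every 5 minutes over 30 minutes. Reactions held 100 nM EPAC1, 250 nM Rap1B–BODIPY-GDP and 50 uM GDP, with 6.5 mM cAMP setting full activation.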
PI5P4K alpha inh – PI5P4K alpha (human) kinase inhibition. PI5P4Kalpha enzyme, ADP-Glo luminescence, 60 min; stronger effect = lower value. max response, %. hit rate 1.2% among 330,000. P48426. AID 652105; active means max response of -50% or lower; inconclusive means between -30% and -50%; inactive means -30% or higher; further: value at the top dose of about 77 µM; on the % scale 0 is the no-effect control and ±100 the full control effect
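ADP-Glo luminescence end-point read after a 60 min room-temperature kinase reaction of PI5P4Kalpha plus substrate, initiated with ATP at 5 microM final. Buffer: 0.038 M HEPES pH 7.4, EGTA, 0.1% CHAPS, 5% DMSO.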
EPAC2 agonist – activates human EPAC2 exchange factor. Q8WZA2. EPAC2 activation, biochemical qHTS; response scale: 100% = 6.5 mM cAMP response. Potency, µM (series often up to 154 µM), without a hit: at the highest dose activation, hits mostly activators. hit rate 0.079% among 360,000; further: potency means the concentration at half of the fitted maximal effect; nearly all actives have a fitted effect of over 50% in size
Target sequence (Q8WZA2 whole entry, looked up): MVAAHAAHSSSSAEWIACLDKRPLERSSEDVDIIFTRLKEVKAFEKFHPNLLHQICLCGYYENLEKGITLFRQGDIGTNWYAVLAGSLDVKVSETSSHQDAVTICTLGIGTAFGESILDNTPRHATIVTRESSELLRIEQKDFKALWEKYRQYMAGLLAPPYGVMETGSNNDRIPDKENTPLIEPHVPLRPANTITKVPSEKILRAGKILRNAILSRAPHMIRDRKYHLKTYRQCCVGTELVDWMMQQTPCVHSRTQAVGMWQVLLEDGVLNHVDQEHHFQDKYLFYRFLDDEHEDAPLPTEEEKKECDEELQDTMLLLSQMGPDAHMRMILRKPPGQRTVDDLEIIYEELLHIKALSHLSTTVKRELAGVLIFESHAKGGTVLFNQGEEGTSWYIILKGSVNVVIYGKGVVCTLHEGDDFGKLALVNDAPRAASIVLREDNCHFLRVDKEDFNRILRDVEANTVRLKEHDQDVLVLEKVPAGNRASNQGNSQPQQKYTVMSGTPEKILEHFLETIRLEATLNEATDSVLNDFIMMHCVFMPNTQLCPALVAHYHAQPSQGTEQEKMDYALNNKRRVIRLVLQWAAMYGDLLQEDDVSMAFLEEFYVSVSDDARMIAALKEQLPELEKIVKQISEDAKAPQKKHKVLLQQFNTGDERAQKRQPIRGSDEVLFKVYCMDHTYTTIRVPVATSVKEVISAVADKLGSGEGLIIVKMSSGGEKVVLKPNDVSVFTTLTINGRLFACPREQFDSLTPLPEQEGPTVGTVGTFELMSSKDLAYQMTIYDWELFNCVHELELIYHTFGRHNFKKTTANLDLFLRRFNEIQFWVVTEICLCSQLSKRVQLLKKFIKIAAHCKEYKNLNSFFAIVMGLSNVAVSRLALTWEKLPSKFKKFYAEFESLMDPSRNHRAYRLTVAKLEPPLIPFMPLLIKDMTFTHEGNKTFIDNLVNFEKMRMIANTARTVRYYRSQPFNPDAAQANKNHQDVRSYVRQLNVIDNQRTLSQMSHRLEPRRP
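Compounds were added across a concentration range to EPAC2 (100 nM), RAP1B-BODIPY-GDP (250 nM) and GDP (50 uM). After 5 min at room temperature, fluorescence was recorded at 5-min intervals for 30 min.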
CCT modulator – modulators of cytosolic chaperonin (CCT/TRiC) activity. activity change, % (concentration not given with the values), hits read low. hit rate 0.3% among 360,000. purified chaperonin ATPase assay, HTRF ADP detection, 30 min. AID 651819; in the data active means activity change below about -30%; further: on the % scale 0 is the no-effect control and ±100 the full control effect
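We incubate TRiC, 40 or 20 nM final, with library compounds at 76 uM and 10 uM ATP for 30 min at 37 °C. ADP formed is detected with Transcreener HTRF reagents after 30 min at room temperature.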
IL-2 act – IL-2 activation | IL-2 activation reporter assay, cell-based qHTS; stimulated with anti-CD3/CD4/CD28 beads; in transgenic mouse T cells | activation, % (series mostly up to about 46 µM) | AID 652025 | hit rate 0.065% among 360,000; in the data active means activation above about 50%; inconclusive means mostly about 30% to 49%; further: 0% is about no effect
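Unstimulated transgenic mouse T cells preincubated 60 min with compound, then stimulated with anti-CD3/anti-CD4-coated beads plus anti-CD28 for 18 h at 37 degrees C. IL-2 response read as EGFP and DsRed fluorescence by plate cytometry.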
EPAC1 antag – blocks human EPAC1 exchange factor. EPAC1 GEF assay, Rap1b-BODIPY-GDP exchange fluorescence. Potency, µM (top dose mostly 115 µM), for inactives: top-dose activity change, negative = inhibition, usual class: inhibitors. hit rate 0.14% among 360,000;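 further: potency means the concentration at half of the fitted maximal effect; plate controls were vehicle for no effect and positive control for full effect; nearly all actives have a fitted effect of over 50% in size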
WRN inhibitor – WRN helicase (human) inhibition; Q14191; WRN helicase unwinding, fluorescent forked duplex, kinetic; Potency, µM (highest dose often 114 µM), inactives show top-dose activity change, negative = inhibition, actives largely listed as inhibitors; hit rate 0.46% among 360,000; further: potency means the concentration at half of the fitted maximal effect; on the % scale 0 is the no-effect control and ±100 the full control effect; nearly all actives have a fitted effect of over 55% in size
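Kinetic red-fluorescence monitoring (525/598 nm) tracks WRN helicase activity after 100 nM fluorophore-quencher forked duplex and 2 mM ATP are added to 20 nM enzyme pretreated 15 min at room temperature with compound.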
PLK1 PBD inh – inhibitors of human PLK1 polo-box domain binding; P53350; Plk1 PBD binding of FITC phosphopeptide, fluorescence polarization; Potency, µM, for inactives: max response, negative = inhibition, hits mostly inhibitors; hit rate 2.8% among 360,000; further: potency means the concentration at half of the fitted maximal effect; series mostly up to about 57 µM; on the % scale 0 is the no-effect control and ±100 the full control effect; nearly all actives have a fitted effect of over 65% in size
Numbers without * were called inactive; ? = inconclusive; . = not tested or not shown; [ ] = remark or other dose. Unless noted, the call rests on the fitted dose curve; in most records, active means well fitted curve in the direction sought with a large enough effect; inconclusive means small, poorly fitted or top-dose-only effect, or another doubt; inactive means no such curve, though single readings can be large; an effect the other way counts as inactive or inconclusive. The list is partial; count on the stated rates, not on these rows.

Values run as follows: EPAC1 ag	PI5P4K alpha inh	EPAC2 agonist	CCT modulator	IL-2 act	EPAC1 antag	WRN inhibitor	PLK1 PBD inh
> CN1CCN(C(=O)CSc2cc(=O)n(C)c3ccccc23)CC1
    10%	0	11%	-0.4	1.5	-3%	3%	-10%
> O=C(O)c1ccccc1C(=O)N1CC=C(c2ccccc2)CC1
    1%	3	0%	2.0	1.3	5%	-10%	-4%
> CCNC(=O)NC1(C(=O)Nc2ccc3c(c2)CCC3)CCCCC1
    -2%	0	-8%	-4.3	-0.8	10%	0%	0%
> Cc1ccc(-n2cc(CNCCCn3ccnc3C)c(-c3ccc(F)cc3)n2)cc1
    -4%	4	3%	0.1	-0.8	-2%	6%	-1%
> COc1cc(OC)cc(C(=O)NC(C(=O)O)C23CC4CC(CC(C4)C2)C3)c1 (stereo unspecified)
    -8%	12	11%	0.4	0.7	10%	-3%	1%
> CCN(CC)C(=O)Cn1c(=O)n(CCCC(=O)NCc2ccc3c(c2)OCO3)c(=O)c2sccc21
    5%	-5	2%	-2.6	-2.9	18%	6%	-2%
> O=C(c1ccc(S(=O)(=O)Nc2ccccc2)cc1)N1CCCC1
    4%	3	5%	-0.6	-2.8	9%	10%	-4%
> CCOc1ccc(CCNC(=O)Cn2nc(C)c3c(C)n(-c4ccccc4)nc3c2=O)cc1OCC
    1%	3	-5%	0.0	-0.6	-31%	-5%	-7%
> Cc1ccc(-c2csc3ncnc(N4CCN(c5ccccc5O)CC4)c23)cc1
    11%	5	13%	-0.7	-1.9	3%	-2%	-8%
> COCCn1c(=NC(=O)C(C)(C)C)sc2cc([N+](=O)[O-])ccc21
    4%	-4	4%	0.1	-2.4	9%	0%	-9%
> Cc1ccc(NC(=O)C2CC(=O)n3c(nc4ccccc43)N2)cc1Cl (stereo unspecified)
    5%	-3	13%	-2.8	-2.7	-17%	-2%	-13%
> COc1ccc(C(=O)N2CCN(c3cccc(Cl)c3)CC2)c(OC)c1
    9%	-6	-4%	3.5	0.3	-15%	-14%	-9%
> CC(=O)N1CCN(C(=O)COC(=O)c2ccc(S(C)(=O)=O)cc2)CC1
    8%	0	3%	0.1	0.0	5%	11%	-8%
> COc1cc2nc3occc3c(OC)c2cc1OC
    -6%	-2	-2%	1.0	-3.1	5%	6%	-17%
> Cc1ccc(C2(C(F)(F)F)N=C3Sc4cc(C)cc(C)c4N3C(=O)N2)cc1 (stereo unspecified)
    5%	1	2%	-3.6	-1.7	8%	6%	-16%
> CCOC(=O)c1cc(CC)sc1NC(=O)COC(=O)c1cc[n+]([O-])cc1
    9%	-1	3%	-0.3	-0.8	6%	0%	-1%
> O=C(COc1ccc(OCc2ccccc2)cc1)NC1CCOC1=O (stereo unspecified)
    5%	-6	4%	-2.8	-0.4	-5%	-2%	-3%
> O=C(CN(c1ccc(Cl)cc1)S(=O)(=O)c1ccc(Cl)c([N+](=O)[O-])c1)NCCc1ccc(F)cc1
    -15%	22	-14%	1.3	0.3	-3%	-8%[57.1 µM]	2%
> COc1ccc(OCCOC(=O)c2cccs2)cc1
    3%	3	9%	-0.6	-3.5	4%	4%	-5%
> CN(Cc1nccs1)C(=O)c1ccc(OC2CCN(Cc3ccccn3)CC2)cc1
    7%	-4	4%	-1.1	-0.5	-17%	-25%	-17%

The final 2 entries of the section before lead into the next.
Values run as follows: EPAC1 ag	PI5P4K alpha inh	EPAC2 agonist	CCT modulator	IL-2 act	EPAC1 antag	WRN inhibitor	PLK1 PBD inh
> COc1ccc(OCCOC(=O)c2cccs2)cc1
    3%	3	9%	-0.6	-3.5	4%	4%	-5%
> CN(Cc1nccs1)C(=O)c1ccc(OC2CCN(Cc3ccccn3)CC2)cc1
    7%	-4	4%	-1.1	-0.5	-17%	-25%	-17%
> Cc1cc(C)c(C)c(S(=O)(=O)NCc2ccc(C(=O)N3CCOCC3)cc2)c1C
    -5%	4	-4%	0.0	-4.0	5%	-11%	3%
> CCc1ccccc1N1CC(C(=O)O)CC1=O (stereo unspecified)
    -12%	3	-5%	-1.9	-1.1	-8%	-36%[57.1 µM]	-9%
> Cc1ccc(NC(=O)CSc2nnc(NC(=O)CN3CCOCC3)s2)cc1
    8%	-2	9%	-1.1	-0.4	-2%	-9%	-7%
> O=C(CCl)Nc1cccc(S(=O)(=O)NC2=NCCC2)c1
    -4%	5	8%	-1.7	-0.6	-6%	-12%	-14%
> Cc1nc2ccccc2c(=O)n1/N=C/c1ccccn1
    3%	.	9%	-2.3	1.1	5%	-9%	0%
> O=C(N/N=C/c1ccco1)C1(O)c2ccccc2-c2ccccc21
    -10%	-7	5%	-0.9	-0.4	-1%	4%	-8%
> COc1cc(/C=N/NC(=O)C(=O)NCC2CCCO2)cc(Cl)c1O (stereo unspecified)
    -1%	-3	-9%	1.2	0.1	-2%	0%	6%
> COc1cc(CCCN2C(N)=NC[C@@H]2c2ccccc2)cc(OC)c1OC
    10%	1	10%	-0.5	0.2	3%	14%	-3%
> CCCCNc1nc(C)c(C(C)=O)cc1C#N
    7%	2	10%	-3.4	0.2	-12%	2%	-10%
> O=C(CC1c2ccccc2Oc2ccccc21)NCc1ccco1
    1%	.	4%	-2.3	-1.2	?	-3%	-1%
> Cn1c(SCC(=O)N2CCN(c3ccccc3)CC2)nnc1-c1c[nH]c2ccccc12
    -8%	4	6%	0.9	-2.5	-16%	-6%	-7%
> COc1ccc(C(=O)O)cc1S(=O)(=O)N1CCCc2ccccc21
    3%	-27	4%	1.6	0.0	-26%	4%	-6%
> CCCCc1nnc(NC(=O)c2ccccc2OCc2c(C)noc2C)s1
    1%	0	-2%	1.0	-6.0	11%	5%	5%
> Cc1noc(C)c1C(=O)NCCc1ccc(Cl)cc1
    3%	.	-6%	3.5	-0.7	2%	-12%	?
> CCN1CCN(C(=O)c2ccc(CN(c3ccccc3)S(=O)(=O)c3ccccc3)cc2)CC1
    -4%	3	9%	0.6	-0.9	1%	-23%[57.1 µM]	-3%
> COc1ccc(C2=C/C(=C\c3ccc(OC(C)=O)cc3)C(=O)O2)cc1
    2%	-2	4%	1.6	-1.2	4%	3%	-10%
> c1cncc(-c2nnc3sc(-c4ccco4)nn23)c1
    -14%	.	11%	2.1	-1.8	6%	-27%	-13%
> Cc1ccc(C)c(C(C)NC(=S)NC2CCCCC2)c1 (stereo unspecified)
    -11%	-7	3%	-3.0	-4.5	-6%	5%	1%
> CNC(=O)c1sc(-c2ccccn2)nc1C
    5%	2	-4%	-5.4	-5.4	9%	-18%	-5%
> c1ccc2c(c1)c1c3n2CCNC3CCC1 (stereo unspecified)
    -6%	1	3%	0.5	4.3	-5%	2%	1%
> O=C(c1ccc(Cl)cc1)c1oc2ccccc2c1CS(=O)c1ccc(Cl)cc1 (stereo unspecified)
    6%	.	10%	-25	-1.2	-14%	-2%	-15%
> C=CCn1c(C)cc(C(=O)CSc2nc3ccccc3c(=O)[nH]2)c1C
    0%	-28	-1%	2.1	-0.5	-15%	-10%	12µM*
> O=C(N/N=C/c1cc(Br)c(Br)o1)c1cc2ccccc2o1
    8%	2	-3%	-0.2	1.3	-12%	-22%	-11%
> COc1cc(C(=O)NCc2ccc(-c3nc4ccccc4s3)cc2)cc(OC)c1OC
    3%	2	2%	0.2	-2.4	-4%	-2%	-11%
> C/C(=N\OCC(=O)Nn1c(=O)[nH]c2ccccc2c1=O)c1ccccc1
    5%	-1	-3%	-1.0	1.1	-12%	2%	-10%
> COC(=O)c1[nH]c2ccccc2c1NC(=O)c1ccccc1[N+](=O)[O-]
    3%	-1	-10%	0.6	-0.7	-7%	-12%	-8%
> CC(C)c1ccc(NC(=S)NN(c2ccccc2)c2ccccc2)cc1
    -2%	-4	23%	-8.7	-3.4	-24%	-9%	?
> O=C(NCc1ccccc1F)C1CCCN(C(=O)NC2CCCCC2)C1 (stereo unspecified)
    1%	-2	-3%	-1.4	0.2	-9%	3%	3%
> COc1ccccc1OCCNC(=O)C(CCSC)NC(=O)c1ccccc1Cl (stereo unspecified)
    2%	0	4%	1.7	-3.8	20%	122%[activator]	-3%
> COc1ccc(CN2CCN(C(=O)c3cccc4ccccc34)CC2)cc1OC
    11%	1	7%	-1.3	0.3	-21%	9%	-14%
> NC(=O)C1(N2CCCCC2)CCN(C(=S)Nc2ccc(Cl)cc2)CC1
    0%	.	-2%	1.0	-2.2	-8%	3%	1%
> CP(=O)(COC(=O)c1ccccc1)COC(=O)c1ccccc1
    -2%	0	4%	-2.8	0.2	10%	-2%	-2%
> Cc1noc(C)c1S(=O)(=O)N1CCC(C(=O)NC2CCN(Cc3ccccc3)CC2)CC1
    2%	.	2%	-5.3	0.0	11%	-1%	-5%
> COC(=O)c1cn(CCOc2ccccc2)c2ccccc12
    15%	11	5%	0.1	-0.5	-22%	-12%	-3%
> On1c(-c2ccccc2)nc2ccc(Cl)cc21
    2%	-3	-2%	-2.1	-0.8	7%	-5%	-1%
> CCCCCCC(C)n1cc(C(C)=O)c(=O)[nH]c1=O (stereo unspecified)
    3%	.	-3%	0.2	-2.5	12%	6%	0%
> CC1=NN(C(=O)c2c(Br)c(C)nn2C)C(O)(C(F)(F)F)C1 (stereo unspecified)
    -5%	-2	3%	1.2	-3.0	-9%	3%	1%
> CSc1ncccc1C(=O)NCC1CCCCC1
    1%	-6	7%	-0.1	0.3	4%	-4%	3%
> COc1ccccc1/C=C/C=N/NC(=O)c1cccs1
    6%	-5	-1%	0.2	1.0	14%	-14%	-2%
> CC(Sc1ccccc1)C(=O)NNC(=O)c1ccncc1 (stereo unspecified)
    9%	6	0%	0.2	-0.5	-12%	-8%	-11%
> Cc1ccc2c(c1)c1c(n2CC(O)CN2CCCCC2C)CCCC1 (stereo unspecified)
    2%	8	-5%	-0.1	-2.2	0%	-5%	-5%
> CCOc1ccc(NC(=O)C2CC(=O)N=C(N)S2)cc1 (stereo unspecified)
    -2%	-7	-8%	0.6	-1.5	2%	16%	-4%
> CCCCOc1cc(=O)[nH]c(=O)[nH]1
    0%	-5	-2%	0.0	0.4	-11%	-4%	-9%
> O=C(NCc1ccccc1)c1cccc(S(=O)(=O)NCc2ccccc2)c1
    12%	0	15%	1.1	-0.2	3%	0%	-8%
> O=NN(CCCl)C(=O)NCCCl
    -6%	3	-6%	0.0	0.1	5%	-3%	-21%
> COc1cc(C(=O)C(=O)N2CCN(c3ccc(C)cc3)CC2)cc2ccccc12
    1%	0	5%	.	2.4	-10%	2%	4%
